Assay outcomes from PubChem BioAssay.
Pf gamet viab – inhibitors of late stage P. falciparum gametocyte viability; P. falciparum stage V gametocytes, ATP luminescence, 24 h; inhibition, % at 10.9 µM; 150,000 compounds, 0.065% hits;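 active = inhibition above the mean plus 3 SD of compounds within the control limits, set per campaign, cut at about 38% in these data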;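 also: 0% = DMSO wells and 100% = medium only without gametocytes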
* = called active by the depositor. Some of the compounds tested (hit frequency here may not be typical).

CC(=O)Nc1ccc(C(=O)Nc2ccncc2)cc1
- Pf gamet viab: -9
CCOc1ccc(/C(C)=N\NC(=O)Cc2ccccc2)cc1
- Pf gamet viab: 29
CC(=O)Nc1ccc(NC(=O)c2ccc(COc3ccccc3)cc2)cc1
- Pf gamet viab: 5
CC(=O)c1cccc(Nc2nc(-c3sc(N)nc3C)cs2)c1
- Pf gamet viab: -9
C=CC[C@H](CC(=O)N(CCO)Cc1ccccc1)C(=O)N[C@H](COC(=O)[C@@H](CC=C)Cc1ccc(F)cc1)Cc1c[nH]c2ccccc12
- Pf gamet viab: 3
COc1ccccc1C(=O)Nc1cccc2cccnc12
- Pf gamet viab: -12
O=[N+]([O-])c1cc([N+](=O)[O-])c(Oc2ccc(F)cc2)cc1NN1CCCCC1
- Pf gamet viab: -8
CN(C)c1ccc(-c2cc(O)c3ncccc3c2)cc1
- Pf gamet viab: -19
COc1nc(N(C)S(=O)(=O)c2ccc(C)cc2)nc(C)c1Br
- Pf gamet viab: -7
Nn1c(-c2ccccc2)nc2cc(Cl)ccc2c1=O
- Pf gamet viab: 3

Three entries picked at random from the list so far, as already listed:
Nn1c(-c2ccccc2)nc2cc(Cl)ccc2c1=O
- Pf gamet viab: 3
CC(=O)Nc1ccc(NC(=O)c2ccc(COc3ccccc3)cc2)cc1
- Pf gamet viab: 5
CN(C)c1ccc(-c2cc(O)c3ncccc3c2)cc1
- Pf gamet viab: -19

Going on with the list:
O=C(c1ccccc1)c1ccc(OC(=O)C2CCCCC2)cc1
- Pf gamet viab: -32
Cc1cc(C)nc(Nc2cccc(C(F)(F)F)c2)n1
- Pf gamet viab: 0
CCOc1ccc(/C=C/C(=O)c2c(O)cc(C)oc2=O)cc1
- Pf gamet viab: 15
O=C(CN1CCN(Cc2ccc(F)cc2)CC1)Nc1nc2ccccc2s1
- Pf gamet viab: 3
Cc1onc(-c2ccccc2Cl)c1C(=O)NC(C)c1ccccc1 (centres undefined)
- Pf gamet viab: -4
O=C(O)C(Cc1ccccc1)NC(=O)C(Cc1ccccc1)NC(=O)C12CC3CC(CC(C3)C1)C2 (centres undefined)
- Pf gamet viab: -22
CCOC(=O)[C@H]1[C@H]2COc3cc(OC)ccc3[C@@H]2N2C(=O)CN(C)C(=O)[C@@]12C
- Pf gamet viab: -1
COC(=O)Cc1ccc(NC(=S)N2CCN(CCO)CC2)cc1
- Pf gamet viab: 1
Cc1c(C(C)(C)O)[nH]c2ccc(C(F)(F)F)cc12
- Pf gamet viab: -13
CN1C(c2ccccc2)CCOS1(=O)=O (centres undefined)
- Pf gamet viab: -2

Cc1ccc2nc(NC3=NCN(Cc4cccnc4)CN3)nc(C)c2c1
- Pf gamet viab: 7
COc1ccc(C(=O)NCC(C)(C)CNC(=O)c2ccc(OC)c(OC)c2)cc1OC
- Pf gamet viab: 21
COc1ccc(C(=O)c2c3ccc(C(F)(F)F)cc3[n+]([O-])n2CCCN)cc1
- Pf gamet viab: -3
COc1ccc(CN2CCCCCC2)cc1OC
- Pf gamet viab: 17
COc1ccc([C@@H]2[C@@H]3C(=O)N(C(C)(C)C)C(=O)[C@@H]3[C@]3(CC(C)C)C(=O)N(c4ccc(C(F)(F)F)cc4)C(=O)N23)cc1
- Pf gamet viab: 20
O=C(NCCCNC(=O)c1ccc(F)cc1)c1ccc(F)cc1
- Pf gamet viab: -19
Cc1ccc2cc(CN(CCc3ccccc3)C(=S)NCCCN(C)C)c(=O)[nH]c2c1
- Pf gamet viab: -6
CCOC(=O)C[C@H]1c2cc(F)ccc2S(=O)(=O)N1C(C)C
- Pf gamet viab: -7
CCCOc1ccc(N2C(=O)CC(NCCCN3CCC(C(N)=O)CC3)C2=O)cc1 (centres undefined)
- Pf gamet viab: 18
CC(C)c1ccc(NC(=O)C2C3C=CC(CC3)C2C(=O)O)cc1 (centres undefined)
- Pf gamet viab: -35

O=[N+]([O-])c1cccc(-n2nncc2-c2ccccc2)c1
- Pf gamet viab: -11
C#CCOCCOCCOCCNc1nc(N2CCN(C(=O)[C@H]([C@@H](C)CC)n3cc(CCCCN)nn3)CC2)nc(N2CCN(C(=O)[C@H](CCCCN)n3cc(CC(C)O)nn3)CC2)n1 (some centres undefined)
- Pf gamet viab: -13
CCC(Cc1ccccc1)NC(=O)C1CCCCC1 (centres undefined)
- Pf gamet viab: -8
CCOc1ccc(CN2CCN(CCCc3ccccc3)C(CCO)C2)cc1 (centres undefined)
- Pf gamet viab: -17
O=C(NCCCCNC(=O)c1ccc(F)cc1)c1ccc(F)cc1
- Pf gamet viab: 7
O=C1C=C(c2ccc(Oc3ccccc3)cc2)C[C@@H](c2ccc(F)cc2)C1
- Pf gamet viab: -14
CCOc1cc(/C=N/NC(=O)c2cc(-c3cccc(OC)c3)nc3ccccc23)ccc1O
- Pf gamet viab: 9
CS(=O)(=O)Nc1ccc(C(=O)N2CC(=O)Nc3ccccc32)cc1
- Pf gamet viab: 4
O=C1CN(S(=O)(=O)c2ccc(Cl)cc2)c2ccccc2N1
- Pf gamet viab: -12
Fc1ccccc1-c1nc(-c2ccc(Cl)cc2)no1
- Pf gamet viab: 6

Reformatted as a markdown table: entries from further up
| molecule | Pf gamet viab |
| --- | --- |
| O=C1C=C(c2ccc(Oc3ccccc3)cc2)C[C@@H](c2ccc(F)cc2)C1 | -14 |
| CCOc1cc(/C=N/NC(=O)c2cc(-c3cccc(OC)c3)nc3ccccc23)ccc1O | 9 |

The main list resumes; the 5 compounds before the break are reprinted first.
O=C1C=C(c2ccc(Oc3ccccc3)cc2)C[C@@H](c2ccc(F)cc2)C1
- Pf gamet viab: -14
CCOc1cc(/C=N/NC(=O)c2cc(-c3cccc(OC)c3)nc3ccccc23)ccc1O
- Pf gamet viab: 9
CS(=O)(=O)Nc1ccc(C(=O)N2CC(=O)Nc3ccccc32)cc1
- Pf gamet viab: 4
O=C1CN(S(=O)(=O)c2ccc(Cl)cc2)c2ccccc2N1
- Pf gamet viab: -12
Fc1ccccc1-c1nc(-c2ccc(Cl)cc2)no1
- Pf gamet viab: 6
COc1ccc(CCNC(=O)C2CCN(C(=O)c3ccc(Br)cc3)CC2)cc1
- Pf gamet viab: -5
C[C@H](CO)N1C[C@H](C)[C@@H](CN(C)S(C)(=O)=O)Oc2ccc(NC(=O)C3CCCCC3)cc2C1=O
- Pf gamet viab: -22
Cc1ccc(SCCN2CCN(Cc3ccccc3)CC2)cc1
- Pf gamet viab: 1
O=C(COC(=O)CNC(=O)C1CCCCC1)Nc1cc(C(F)(F)F)ccc1Cl
- Pf gamet viab: 7
O=[N+]([O-])c1ccccc1CNCCO
- Pf gamet viab: -10
COC(=O)C1=C(C(=O)OC)[C@@H]2N(C)c3ccccc3[C@@]23C[C@@H](CO)N(C(=O)C2CCC2)C3=N1
- Pf gamet viab: 7
COC(=O)C1=C(C(=O)OC)[C@]2([C@@H]3CCCCN[C@@H](Cc4ccccc4)C(=O)N3Cc3ccccc3)C=C[C@H]1O2
- Pf gamet viab: -20
C/C(=N\OC(=O)c1ccc(F)cc1)c1sc(-c2ccc(Cl)cc2)nc1C
- Pf gamet viab: 15
CCOc1ccc(/C=C/C(=O)Oc2ccc(OC)cc2)cc1
- Pf gamet viab: -24
CN(C)CCCn1c(SCc2ccc(Cl)cc2)nnc1-c1ccncc1
- Pf gamet viab: -7

COC(=O)[C@]1(CC(C)C)N[C@H](c2ccc(-c3ccc(C(C)=O)cc3)cc2)[C@@H]2C(=O)N(C)C(=O)[C@@H]21
- Pf gamet viab: -35
CCSc1nc2c(c(=O)n(C)c(=O)n2C)n1Cc1ccc(Cl)cc1
- Pf gamet viab: -3
CCNC(=S)Nc1ccc(OCc2nc3ccccc3s2)cc1
- Pf gamet viab: -17
CCN(CC)c1ccc(NC(=O)CCCCC(=O)Nc2ccc(N(CC)CC)cc2)cc1
- Pf gamet viab: -3
O=C(N[C@H](Cc1ccc(Cl)cc1)C(=O)O)OCC1c2ccccc2-c2ccccc21
- Pf gamet viab: 4
CCOc1ccccc1N(CC(=O)NC(C)(C)C)C(=O)CCC(=O)Nc1nccs1
- Pf gamet viab: 14
COc1ccc(N2CCN(c3ccc(NC(=O)/C=C\C(=O)O)cc3)CC2)cc1
- Pf gamet viab: -5
O=C(c1cc(Br)ccc1Cl)N1CCN(c2ccccn2)CC1
- Pf gamet viab: -15
NC(=O)CSc1nc2cccnc2n1-c1ccc(F)cc1
- Pf gamet viab: -21
Cc1cc(OCCCN2CCCC2)ccc1Cl
- Pf gamet viab: -18

Six entries from above, in markdown:
| SMILES | Pf gamet viab |
| --- | --- |
| COc1ccc(CN2CCCCCC2)cc1OC | 17 |
| O=C(O)C(Cc1ccccc1)NC(=O)C(Cc1ccccc1)NC(=O)C12CC3CC(CC(C3)C1)C2 (centres undefined) | -22 |
| CC(C)c1ccc(NC(=O)C2C3C=CC(CC3)C2C(=O)O)cc1 (centres undefined) | -35 |
| CCCOc1ccc(N2C(=O)CC(NCCCN3CCC(C(N)=O)CC3)C2=O)cc1 (centres undefined) | 18 |
| COc1ccc(C(=O)c2c3ccc(C(F)(F)F)cc3[n+]([O-])n2CCCN)cc1 | -3 |
| O=C1C=C(c2ccc(Oc3ccccc3)cc2)C[C@@H](c2ccc(F)cc2)C1 | -14 |

Other entries.
CC1=C(C(=O)OCc2ccccc2)C(c2cccc3ccccc23)NC(=O)N1CCCC(=O)O (centres undefined)
- Pf gamet viab: -7
COc1ccc(C2=CN(Cc3ccccc3)C(c3ccccc3)CC2=O)cc1 (centres undefined)
- Pf gamet viab: 8
CN(C)c1cccc(C(=O)N/N=C/c2ccoc2)c1
- Pf gamet viab: 24
c1ccc(-c2ccccc2OCCCCn2ccnc2)cc1
- Pf gamet viab: -4
Cc1cc(Nc2cccc(C(=O)O)c2)n2ncnc2n1
- Pf gamet viab: -9
Nc1nc(-c2cc3c(cc2Cl)OCCO3)cs1
- Pf gamet viab: 9
O=C(O)C1=C[C@H](c2ccccc2)C[C@H](OCCCCO)O1
- Pf gamet viab: -24
CSc1ccc(C2=CC(=O)C[C@H](c3ccc(F)cc3)C2)cc1
- Pf gamet viab: 14
O=C(Nc1ccc(S(=O)(=O)N2CCOCC2)cc1)c1cccc([N+](=O)[O-])c1
- Pf gamet viab: 1
CC(C)(C)[C@H]1COC(=O)[C@@H](Cc2ccc(F)cc2)CC/C=C/C[C@@H](CC(=O)N[C@@H](CO)Cc2ccccc2)C(=O)N1
- Pf gamet viab: 18

CC1(C)CC[C@]2(C(=O)O[C@@H]3O[C@H](CO)[C@@H](O)[C@H](O)[C@H]3O)CC[C@]3(C)C(=CCC4[C@@]5(C)CC[C@H](O[C@@H]6O[C@H](C(=O)O)[C@@H](O[C@H]7OC[C@@H](O)[C@@H](O)[C@@H]7O)[C@H](O)[C@H]6O)C(C)(C)C5CC[C@]43C)[C@@H]2C1 (some centres undefined)
- Pf gamet viab: 11
CCCc1cc(Nc2ccc(C)cc2)n2ncnc2n1
- Pf gamet viab: 24
COc1ccccc1NCc1nnc(-c2ccccc2)o1
- Pf gamet viab: -16
O=C(C1=C(O)C(=O)N(CCN2CCOCC2)C1c1ccc(F)cc1)c1cccs1 (centres undefined)
- Pf gamet viab: -17
COC(=O)COc1ccc(C2NC(=O)NC(c3ccccc3)=C2C(C)=O)cc1Br (centres undefined)
- Pf gamet viab: -38
CC(=O)N1CCN(c2ccc(NC(=O)C(c3ccccc3)c3ccccc3)cc2)CC1
- Pf gamet viab: 1
Cc1cc(OCC(=O)Nc2ncn[nH]2)ccc1Cl
- Pf gamet viab: -29
Cc1ccc(OCCNC(=O)CCc2ccccc2)cc1C
- Pf gamet viab: -18
Cn1c(=O)c(-c2ccccc2[N+](=O)[O-])c(Cl)c2ccccc21
- Pf gamet viab: -13
Oc1ccc(C[C@@H]2CNCCN2CCc2cccc(F)c2)cc1
- Pf gamet viab: 20

c1ccc(-c2cc3ccccc3cn2)cc1
- Pf gamet viab: 5
CCOc1ccc2nc(NS(=O)(=O)c3cccs3)sc2c1
- Pf gamet viab: 18
CCOCCCNC(=S)N1CCN(c2nc(-c3ccccc3)cs2)CC1
- Pf gamet viab: 6
Brc1ccc(-c2nnc3sc(CN4CCc5ccccc5C4)cn23)cc1
- Pf gamet viab: -11
O=[N+]([O-])c1ccc(OCCCCCN2CCOCC2)cc1
- Pf gamet viab: 7
CNC(=O)CSc1nc2ccccc2c(=O)n1C1CCCCC1
- Pf gamet viab: 0
CC1(C)C(=O)Nc2ccccc2N1C(=O)c1ccc([N+](=O)[O-])cc1
- Pf gamet viab: -13
CCOc1cc(NC(=O)C(C)C)c(OCC)cc1NC(=O)Nc1ccccc1
- Pf gamet viab: 8
COC(=O)c1c(-c2ccc(S(C)(=O)=O)cc2)sc2ccc(OC)cc12
- Pf gamet viab: -14
Cc1ccc(NC(=O)CNC(=O)c2ccco2)cc1Cl
- Pf gamet viab: -4

Cn1cc([N+](=O)[O-])cc1-c1nc2ccccc2n1C
- Pf gamet viab: 21
COc1ccc2c(c1)C(C)=CC(C)(C)N2S(=O)(=O)c1ccc(NC(C)=O)cc1
- Pf gamet viab: 3
C[C@@H](NC(=O)c1nc[nH]c1C(=O)NC1CCN(C(=O)OC(C)(C)C)CC1)c1ccccc1
- Pf gamet viab: 15
CCOC(OCC)c1cc2ccccc2cn1
- Pf gamet viab: -2
CCC(C)C(=O)Nc1ccccc1N1CCN(c2ccc(F)cc2)CC1 (centres undefined)
- Pf gamet viab: 7
Cc1c(NS(=O)(=O)c2ccc([N+](=O)[O-])cc2)c(=O)n(-c2ccccc2)n1C
- Pf gamet viab: -14
C[C@]12C(=O)N(c3ccc(F)cc3)C(=O)N1[C@@H]1c3ccccc3OC[C@@H]1[C@H]2c1ccccc1
- Pf gamet viab: -15
Cc1ccc(-n2c(-c3ccc(Cl)cc3)n[nH]c2=S)c(C)c1
- Pf gamet viab: 2
Cc1nc(N2CCN(C(=O)c3ccco3)CC2)[nH]c(=O)c1C
- Pf gamet viab: -16
NC(=O)CC(NC(=O)Cc1ccc(Cl)cc1)c1ccc(N2CCN(c3ccccn3)CC2)c([N+](=O)[O-])c1 (centres undefined)
- Pf gamet viab: -13
Nc1cccc(NC(=O)c2ccco2)c1
- Pf gamet viab: 4
CCOc1ccc(C(=O)NC(=S)Nc2cc(C)ccn2)cc1[N+](=O)[O-]
- Pf gamet viab: 3
O=C(CN1CCCCCC1)Nc1ccc([N+](=O)[O-])cc1Cl
- Pf gamet viab: -18
